PAFAH2 FP inh: PAFAH2 enzyme inhibitors, primary screen, biochemical, fluorescence polarization, human | actives 0.99% (n = 340,000) | recombinant PAFAH2, FP-rhodamine activity probe | Platelet-activating factor acetylhydrolase 2, cytoplasmic (Homo sapiens), Q99487 | inhibition, % at 3.39 µM;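 active means inhibition above the mean over all tested compounds plus 3 SD, cut at about 30% in these data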;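 further: inhibitors block probe labeling of enzyme so polarization drops; 0% = enzyme with DMSO and 100% = wells lacking PAFAH2 protein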
PREPL inhibitor: PREPL enzyme inhibitors, primary screen, biochemical, fluorescence polarization | recombinant PREPL, fluorescence polarization activity-based probe | Prolyl endopeptidase-like (Homo sapiens), Q4J6C6 | actives 0.68% (n = 320,000) | inhibition, % at 5.96 µM; in the data active means inhibition above about 43%;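 further: 0% = enzyme with DMSO and 100% = wells lacking enzyme; many of its hits are not listed in these tables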
Target sequence (Q4J6C6 whole entry, looked up): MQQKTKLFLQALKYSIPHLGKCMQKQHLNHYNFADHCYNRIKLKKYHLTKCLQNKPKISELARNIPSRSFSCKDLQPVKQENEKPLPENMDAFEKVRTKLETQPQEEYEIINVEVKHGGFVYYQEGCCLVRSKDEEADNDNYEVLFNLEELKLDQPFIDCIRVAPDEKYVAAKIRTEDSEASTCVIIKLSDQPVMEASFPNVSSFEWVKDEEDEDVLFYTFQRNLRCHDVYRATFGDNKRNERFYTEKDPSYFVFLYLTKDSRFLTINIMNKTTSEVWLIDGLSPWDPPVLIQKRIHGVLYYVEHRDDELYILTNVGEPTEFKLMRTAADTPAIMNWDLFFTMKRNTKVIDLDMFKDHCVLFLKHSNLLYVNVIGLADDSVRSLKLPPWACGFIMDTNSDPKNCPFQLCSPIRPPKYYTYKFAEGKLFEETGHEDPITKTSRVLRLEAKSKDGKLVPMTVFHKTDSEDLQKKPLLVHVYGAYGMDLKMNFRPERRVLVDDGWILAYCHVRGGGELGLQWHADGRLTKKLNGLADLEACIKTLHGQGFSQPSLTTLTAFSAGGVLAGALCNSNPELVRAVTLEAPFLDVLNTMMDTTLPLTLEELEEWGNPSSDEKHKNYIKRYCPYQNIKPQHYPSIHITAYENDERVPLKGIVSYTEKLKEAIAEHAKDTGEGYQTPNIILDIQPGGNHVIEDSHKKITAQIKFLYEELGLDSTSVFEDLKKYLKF
LYPLA2 counter: LYPLA2 inhibitors, primary screen, counter-screen for PME1 inhibitor project, biochemical, fluorescence polarization, FP-Rh probe ABPP | Acyl-protein thioesterase 2 (Homo sapiens), O95372 | recombinant LYPLA2 | inhibition, % at 5.9 µM | actives 0.38% (n = 320,000);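 active means inhibition above the screen-wide mean plus 3 SD, limit set per campaign, cut at about 26% in these data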;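 further: 0% = LYPLA2 with DMSO and 100% = wells lacking LYPLA2 enzyme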
PAFAH1B3 inh: PAFAH1B3 enzyme inhibitors, primary screen, biochemical, fluorescence polarization, human; Platelet-activating factor acetylhydrolase IB subunit alpha1 (Homo sapiens), Q15102; recombinant PAFAH1B3, FP-rhodamine probe; inhibition, % at 3.39 µM; actives 0.28% (n = 340,000);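 active means inhibition above the screen-wide average of all tested compounds plus 3 SD, cut at about 25% in these data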;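 further: 0% = enzyme with DMSO only and 100% = wells lacking PAFAH1B3 protein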
LYPLA1 counter: LYPLA1 inhibitors, primary screen, counter-screen for PME1 inhibitor project, biochemical, fluorescence polarization, FP-Rh probe ABPP | AID 2174, 2009 | inhibition, % at 5.9 µM | actives 0.16% (n = 320,000) | recombinant LYPLA1 | Acyl-protein thioesterase 1 (Homo sapiens), O75608;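 active means inhibition above the mean of all tested compounds plus 3 SD, set per campaign, cut at about 14% in these data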;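 further: inhibitors block serine hydrolase probe labeling of LYPLA1 so polarization falls; 0% = enzyme with DMSO and 100% = wells lacking LYPLA1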
Target sequence (O75608 whole entry, looked up): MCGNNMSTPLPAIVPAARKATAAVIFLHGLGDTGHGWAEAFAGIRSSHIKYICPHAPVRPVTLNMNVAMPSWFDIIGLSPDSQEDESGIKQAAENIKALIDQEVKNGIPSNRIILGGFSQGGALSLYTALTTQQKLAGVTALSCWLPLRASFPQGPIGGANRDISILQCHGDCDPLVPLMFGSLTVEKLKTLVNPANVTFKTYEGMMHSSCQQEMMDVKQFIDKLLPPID
pPAFAH inh: pPAFAH enzyme inhibitors, primary screen, biochemical, fluorescence polarization, human; Platelet-activating factor acetylhydrolase (Homo sapiens), Q13093; recombinant pPAFAH, FP-rhodamine probe fluorescence polarization; inhibition, % at 3.39 µM; actives 1.5% (n = 330,000);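 active means inhibition above the mean inhibition across the screen plus 3 SD, cut at about 25% in these data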;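 further: inhibitors block binding of the rhodamine activity-based probe so polarization drops; 0% = enzyme with DMSO and 100% = wells lacking pPAFAH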
PAFAH1B2 FP inh: PAFAH1B2 enzyme inhibitors, primary screen, biochemical, fluorescence polarization, human. Platelet-activating factor acetylhydrolase IB subunit alpha2 (Homo sapiens), P68402. recombinant PAFAH1B2, FP-rhodamine activity probe. inhibition, % at 3.39 µM. actives 1.2% (n = 340,000);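 active means inhibition above the mean of all tested compounds plus 3 SD, cut at about 24% in these data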;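 further: 0% = enzyme with DMSO and 100% = wells lacking PAFAH1B2; many of its hits are not listed in these tables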
EBNA-1 inh: EBNA-1 DNA-binding inhibitors, primary screen, biochemical, fluorescence polarization; inhibition, % at 14.8 µM; actives 0.34% (n = 300,000); AID 1950, 2009; in the data active means inhibition above about 28%
ZTA counter: blocks Epstein-Barr virus ZTA, an EBNA-1 counter-screen; inhibition, % at 11 µM; ZTA-DNA binding, fluorescence polarization; P03206; actives 0.15% (n = 320,000); AID 2234; in the data active means inhibition above about 33%
Numbers without * were called inactive; nt = no result given. This is a subset; rates above refer to the full screens.

Below each SMILES: PAFAH2 FP inh, PREPL inhibitor, LYPLA2 counter, PAFAH1B3 inh, LYPLA1 counter, pPAFAH inh, PAFAH1B2 FP inh, EBNA-1 inh, ZTA counter
1: CCOc1ccc(CCNC(=O)COC(=O)/C=C/c2ccccc2OC)cc1OCC
 : 11, -2, 0, -2, 2, 9, -4, -6, -17
2: COc1ccc(NC(=O)C/C(C)=N/NC(=O)c2ccco2)c([N+](=O)[O-])c1
 : -5, 3, 1, 8, -4, 7, 8, 8, -4
3: CCCCCC(=O)N1CCN(CCN=CC2=C(O)CC(c3ccco3)CC2=O)CC1 (stereo unspecified)
 : -5, 5, 8, 4, 0, 5, 5, 4, 10
4: CCn1c(SCC(=O)OC)nc2sc3c(c2c1=O)CCC3
 : 14, 8, -3, 2, -3, 19, 3, 11, 5
5: Cc1nc(Br)c(Br)c(C)c1Br
 : 3, 6, 4, 1, 2, 3, 3, 4, -7
6: COc1ccc2c(CC(=O)OCC(=O)Nc3ccc(S(N)(=O)=O)cc3)coc2c1
 : -15, 5, -7, 6, 3, 7, 0, 10, 0
7: COc1ccc(OC)c(NC(=O)Nc2nnc(N3CCC(C)CC3)s2)c1
 : 6, 19, -11, 4, -4, 16, 10, 3, 9
8: COc1cccc(-c2nc3cc(C)ccc3o2)c1
 : -4, -3, 1, 5, 1, 4, 2, 1, -16
9: Cc1ccc(NC(=O)CCN2C(=O)OC(C)(C)C2(C)O)cc1 (stereo unspecified)
 : -7, 8, 0, 3, -1, 2, 4, 3, 10
10: CC(C)CCc1c(O)nc(SCC(=O)N2CCCCCC2)[nH]c1=O
 : 3, 3, -1, 5, 0, 2, 6, 0, 12
11: O=C(/C=C/c1ccco1)Nc1cccc(-c2nc3ccccc3[nH]2)c1
 : -54, -5, -113, -49, -57, -18, -20, -7, -2
12: O=C(O)C1=C[C@@H](c2csc3ccccc23)C[C@@H](OCCCCO)O1
 : 5, 14, -7, 1, -2, 0, 1, -8, -8
13: O=S(=O)(c1ccc(NCCc2c[nH]c3ccccc23)nc1)N1CCOCC1
 : 0, 37, 17, 1, 2, 2, 15, -4, 10
14: CCOC(=O)c1c(C)[nH]c(C(=O)NNC(=O)c2ccccc2)c1C
 : 3, 14, -2, 1, 2, -2, 1, -3, 6
15: O=C(Nc1ccccc1F)C1CCCN1S(=O)(=O)c1ccc(Cl)cc1 (stereo unspecified)
 : 0, -2, 3, 10, 2, 1, 0, nt, 3

Below each SMILES: PAFAH2 FP inh, PREPL inhibitor, LYPLA2 counter, PAFAH1B3 inh, LYPLA1 counter, pPAFAH inh, PAFAH1B2 FP inh, EBNA-1 inh, ZTA counter
16: CC1CCc2c(sc(NC(=O)COC(=O)C3CCCO3)c2C#N)C1 (stereo unspecified)
 : 0, 2, 2, 8, 0, 4, 7, 4, 9
17: O=c1[nH]cnc2c1c(-c1ccccc1)cn2-c1cccc(Cl)c1
 : 5, 1, -5, 9, -8, 34*, 2, -13, 5
18: COc1ccc(CCNC(=O)/C=C/C(=O)O)cc1
 : 0, 11, -2, 3, -1, -2, 5, -2, -11
19: CCN(c1ccccc1)S(=O)(=O)c1cccc(C(=O)NCc2ccncc2)c1
 : -3, -13, -1, 8, -3, -1, 5, -10, 7
20: CCOC(=O)Cc1csc(NC(=O)CSc2nccn2C)n1
 : -11, 11, 9, -4, -1, -5, -3, -6, -1
21: CCCC(=O)NNC(=O)CC(=O)Nc1ccccc1C(=O)O
 : -2, -6, -3, 2, -1, -3, 4, -7, -15
22: CCCc1cnc(N2CCN(C(=S)NC)CC2)nc1
 : 5, -6, -4, 2, -2, -1, 3, -7, -2
23: Cc1ccc(NC(=O)COC(=O)c2cc(Cl)ccc2Cl)c(Br)c1
 : 9, 4, -9, 9, -1, 0, -2, 1, 1
24: Cc1cccc(C)c1OCc1cc(C(=O)N2CCC(C3CCCCC3)C2)no1 (stereo unspecified)
 : -7, 7, -4, -2, -7, -5, -8, -5, -5
25: O=C(CCc1nc2ccccc2c(=O)[nH]1)N1CCN(S(=O)(=O)c2ccc(F)cc2)CC1
 : 1, 7, 4, 4, 0, 1, -2, nt, -3
26: CC(=O)Oc1ccc(C(=O)Nc2ccccc2C(=O)Nc2cccc(C(=O)O)c2)cc1
 : -4, 5, 8, 5, 2, 5, 1, 5, -4
27: Cc1ccc(C23CC4CC(CC(NC(=O)NCCN(C)C)(C4)C2)C3)cc1
 : -1, -106, 5, 6, 6, -4, 4, 4, 14
28: Cc1c(Br)c([N+](=O)[O-])nn1CC(=O)N1CCCc2ccccc21
 : -3, 3, 0, 2, 0, -1, 3, 13, 10
29: O=C(c1ccccc1Oc1ccccc1)N1CCN(c2ccccc2F)CC1
 : 6, -15, 4, 1, 1, 0, 0, -2, 4
30: S=C(NCc1ccncc1)NC1CCCCC1
 : 0, 0, 6, 6, 4, 3, -5, -6, -14

Below each SMILES: PAFAH2 FP inh, PREPL inhibitor, LYPLA2 counter, PAFAH1B3 inh, LYPLA1 counter, pPAFAH inh, PAFAH1B2 FP inh, EBNA-1 inh, ZTA counter
31: COc1cccc(CNC(=O)C2CCN(S(=O)(=O)c3ccc4c(c3)CC(C)N4C(=O)C3CC3)CC2)c1 (stereo unspecified)
 : 14, 15, 10, 3, 6, 6, -2, -1, -13
32: C/C(=N/NC(=O)c1ccncc1)c1c[nH]c2ccccc12
 : 9, -3, -6, 13, -2, 4, -2, 8, -2
33: CC1CC2(C)Oc3ccccc3CC2C(C)C1CNCCCN(C)C (stereo unspecified)
 : -3, -60, -4, 2, 0, 3, 2, -12, -17
34: O=[N+]([O-])c1cc2c(c(CSc3ncccn3)c1)OCOC2
 : -2, 3, 5, 6, 3, 4, 1, 11, 3
35: COc1ccc(N2C3=[N+](CCCC3)CC2(C)O)cc1 (stereo unspecified)
 : -7, 2, 1, -5, -3, 3, 0, -1, 2
36: CC1CCCCN1C(=O)CCn1c(=S)oc2ccccc21 (stereo unspecified)
 : 4, 18, 2, 11, 1, 0, 5, -1, 7
37: CC(=O)Nc1nonc1NC(=O)c1ccc(C(C)(C)C)cc1
 : 1, 18, -1, 0, 0, 2, 4, -7, -4
38: Cc1nn(C)cc1/C=N/NC(=O)c1ccc2c(c1)OCO2
 : -3, -2, 1, 5, -1, 7, 2, 9, -5
39: CCN(CC)CCCn1c2c(c(SCC(=O)Nc3ccc(OC(F)(F)F)cc3)nc1=O)CCC2
 : -4, 12, -1, 5, -2, 3, 2, 4, 6
40: Cn1c(-c2cc(Br)ccc2O)n[nH]c1=S
 : 1, 5, 0, 10, -6, 1, -6, -12, -1
41: Cc1cc(C)cc(NS(=O)(=O)c2ccc3c(c2)C(C)(C)C(=O)N3C)c1
 : 2, 1, -4, 7, 4, 14, 0, -2, 4
42: Cc1nonc1CC(=O)NC1CCCc2c1cnn2-c1ccc(F)cc1F (stereo unspecified)
 : 4, -7, 2, 3, -3, 0, 6, 2, 9
43: Cc1ccc(NC(=O)/C(=C\c2ccccc2)NC(=O)c2ccco2)cc1
 : 3, 6, 0, 8, 0, 0, 7, 2, -4
44: COc1ccc(OC)c(S(=O)(=O)N2CCC(C(=O)Nc3cccc(C)c3C)CC2)c1
 : -12, 13, -1, 6, -1, 5, 7, -8, -3
45: COc1ccc(C(=O)NCCCNC(=O)c2cccnc2)cc1Br
 : 0, -5, 2, 0, -1, 2, 3, -2, -9

Below each SMILES: PAFAH2 FP inh, PREPL inhibitor, LYPLA2 counter, PAFAH1B3 inh, LYPLA1 counter, pPAFAH inh, PAFAH1B2 FP inh, EBNA-1 inh, ZTA counter
46: Cc1c(C(C)O)nnn1-c1nonc1N (stereo unspecified)
 : 9, 12, -5, 6, -1, 4, 1, 2, 14
47: COC(=O)CSc1ccsc1C(=O)O
 : -1, -5, -2, 0, 4, -1, 4, 0, 10
48: O=C(Nc1nc2ccsc2c(=O)s1)c1ccc(F)cc1
 : nt, -4, -4, nt, -1, 2, nt, 14, 1
49: CCCCC/C=C/C1=CC(=O)C[C@H](c2ccc3c(c2)OCO3)C1
 : -7, 0, 2, 10, -1, 4, 4, nt, -9
50: Cc1c(C)c2ccc(Oc3ccc([N+](=O)[O-])cc3C(F)(F)F)c(C)c2oc1=O
 : 25, 5, 14, 3, 1, -1, -3, -3, -7
51: FC(F)(F)c1cccnc1Oc1ccc(C2=NCCS2)cc1
 : 8, 6, 2, 11, 2, 11, 9, 16, 13
52: COc1ccc(C2NC(=O)c3ccccc3N2)cc1OC (stereo unspecified)
 : 2, 4, 3, 1, 2, -1, 0, 8, 6
53: O=C1N=C(N2CCCC2C(=O)O)S/C1=C\c1ccco1 (stereo unspecified)
 : nt, 1, -1, nt, 0, 1, nt, -18, -13
54: CC(=O)Oc1ccc(-c2csc(Nc3ccc(Cl)cn3)n2)cc1
 : 2, 5, -5, 11, 4, 9, 4, 6, 0
55: Cc1noc(C(=O)NCC2CCCO2)c1Cl (stereo unspecified)
 : 3, 1, 2, -9, 4, 5, 2, 9, -2
56: COc1ccc(C(=O)NC(=S)NCC2CCCO2)cc1 (stereo unspecified)
 : -1, 2, 3, 10, -3, 3, 0, -6, 12
57: O=C(COC(=O)c1ccc(Sc2ccccc2)c([N+](=O)[O-])c1)NC1CCCc2ccccc21 (stereo unspecified)
 : 6, 16, 4, 3, -1, 3, 5, -1, -32
58: S=c1nc[nH]c2c1[nH]c1ccc(Cl)cc12
 : -6, 0, -1, -2, 0, 4, 2, 43*, 12
59: Cc1ccccc1C(=O)NCCn1cc(SCC(=O)NCC2CCCO2)c2ccccc21 (stereo unspecified)
 : -3, 9, 1, 7, -1, 0, 4, -3, 5
60: CC1(C(=O)Nc2cccc(C(F)(F)F)c2)CO1 (stereo unspecified)
 : nt, -5, -1, nt, 1, -2, nt, -8, 8

Below each SMILES: PAFAH2 FP inh, PREPL inhibitor, LYPLA2 counter, PAFAH1B3 inh, LYPLA1 counter, pPAFAH inh, PAFAH1B2 FP inh, EBNA-1 inh, ZTA counter
61: CCN(C(=O)COc1ccccc1)C1CCCCC1
 : -1, 3, 7, 2, 0, -6, 9, 1, -20
62: Cc1cc(O)c(CN2CCN(S(=O)(=O)c3cccs3)CC2)cc1C(C)C
 : 7, 10, -2, 0, 0, 10, 5, nt, -13
63: COc1ccc(NCc2nnc(SCC(=O)Nc3cc(C)cc(C)c3)o2)cc1
 : 4, 21, 1, 10, 1, 8, 7, 9, -13
64: C/C(=N\NC(=O)CCc1c(C)n[nH]c1C)c1ccc([N+](=O)[O-])cc1
 : -2, -1, 2, 2, 1, -2, 6, -9, 10

Quoted at random: 2 compounds from above
Below each SMILES: PAFAH2 FP inh, PREPL inhibitor, LYPLA2 counter, PAFAH1B3 inh, LYPLA1 counter, pPAFAH inh, PAFAH1B2 FP inh, EBNA-1 inh, ZTA counter
48: O=C(Nc1nc2ccsc2c(=O)s1)c1ccc(F)cc1
 : nt, -4, -4, nt, -1, 2, nt, 14, 1
33: CC1CC2(C)Oc3ccccc3CC2C(C)C1CNCCCN(C)C (stereo unspecified)
 : -3, -60, -4, 2, 0, 3, 2, -12, -17
